K1F lysis inhibition: inhibition of K1F phage lysis, E. coli UTI89, bacterial capsule biogenesis inhibitors, alamar blue (AID 488966). inhibition, % at 100 µM; hits with a dose series show IC50 in µM. E. coli UTI89 K1F phage lysis, alamar blue, 2 h; higher % means a stronger effect. 340,000 tested, 0.02% active;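 active = phage lysis inhibition, versus mean bacterial control, above a set limit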;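 note: capsule biogenesis inhibitors block K1F phage lysis so surviving cells raise fluorescence; higher fluorescence means more inhibition of phage lysis; actives were called in the ten point dose series up to 300 µM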
Active calls of the source: *; i = inactive; [ ] = another dose, or the depositor's remark.

Preview:
SMILES	K1F lysis inhibition
Cc1onc(-c2c(F)cccc2Cl)c1C(=O)NCc1ccccc1	0.1%
c1coc(CSSCc2ccco2)c1	-0.3%[50 µM]

All compounds of this part, from the start:
SMILES	K1F lysis inhibition
Cc1onc(-c2c(F)cccc2Cl)c1C(=O)NCc1ccccc1	0.1%
c1coc(CSSCc2ccco2)c1	-0.3%[50 µM]
Cc1c(Cl)cccc1NC(=O)NN1CCN(C)CC1	0.3%
CCN(CC)C(=O)CN1CCC(c2nc3cc(C)c(C)cc3[nH]2)CC1	-1.0%
COc1cccc(NC(=O)CCC2CCN(C(=O)Cc3cccc(F)c3)CC2)c1	0.7%[50 µM]
CC(C)Cc1nc(Nc2ccccc2C#N)c2nnn(Cc3ccccc3)c2n1	-0.9%
N#Cc1cccc(NC(=O)CNc2cccc(S(=O)(=O)N3CCCCC3)c2)c1	-0.5%[50 µM]
Cc1cc(C)c(NC(=O)C2CC(=O)N(C3CCCC3)C2)c(C)c1 (stereo not given)	1.4%[50 µM]
CCN1CCN(CCCNC(=O)c2cc3c(s2)-c2ccccc2OC3)CC1	0.1%
O=C(O)/C(=C\c1ccc(Cl)cc1)c1ccc(S(=O)(=O)N2CCCC2)s1	0.4%[50 µM]
Cc1ccccc1N(CC(=O)NC(C)(C)C)C(=O)CCC(=O)Nc1nccs1	-1.3%
Cc1ccc(-c2noc(C3CCCN(C(=O)c4cccc(F)c4)C3)n2)cc1 (stereo not given)	3.0%
COCCNC(=S)N(CCc1c(C)[nH]c2ccc(F)cc12)Cc1ccco1	-0.2%
CCc1c(C(=O)NNC(=S)Nc2ccc(S(=O)(=O)Nc3ncccn3)cc2)csc1C	0.4%[50 µM]
Cc1nc2ccc(C(=O)N3CCN(Cc4ccccc4)CC3)cc2[nH]1	0.3%
CC1(C)CC(NC(=O)C2CCN(S(=O)(=O)c3cccc(C(F)(F)F)c3)CC2)CC(C)(C)N1	0.9%[50 µM]
O=C(COC(=O)Cc1ccc(F)cc1)NCCc1ccccc1	0.2%[50 µM]
Cc1cc(C(=O)N/N=C\c2cc(C(C)(C)C)c(O)c(C(C)(C)C)c2)n[nH]1	0.0%
COCCN(C)Cc1nc(C(c2ccccc2)c2ccccc2)no1	-0.2%
COc1ccc(OCC(=O)NNC(=O)C2CCN(c3ncnc4sc(C)c(C)c34)CC2)cc1	-0.1%[50 µM]
CN(Cc1ccccc1)C(=O)c1ccc(NC(=O)Cc2ccc(NC(=O)C3CCN(S(=O)(=O)c4cccc([N+](=O)[O-])c4)CC3)cc2)cc1	0.0%
Cc1ccc(C(=O)Nc2ccc(C(=O)NCC3CCCO3)cc2)cc1 (stereo not given)	0.1%
CCCCn1c(N)c(N(CC(C)C)C(=O)CC(NC(=O)c2ccccc2)c2ccccc2)c(=O)[nH]c1=O (stereo not given)	0.4%[50 µM]
CN(CC(=O)Nc1ccc(Cl)c(C(F)(F)F)c1)C(=O)c1cc(-c2ccncc2)nc2ccccc12	0.3%[50 µM]
O=C1NC2(CCCC2)C(=O)N1CC(=O)N(Cc1ccccc1)c1ccccc1	0.7%[50 µM]

Carrying on.
SMILES	K1F lysis inhibition
Cc1ccccc1C(=O)N1CCC(C(=O)Nc2ccc(S(=O)(=O)N3CCOCC3)cc2)CC1	-0.4%
COc1cccc(C(=O)Nc2ccc(NC(=O)C3C4C=CC(C4)C3C(=O)O)cc2)c1 (stereo not given)	0.0%
COc1cccc(NC(=O)C(C)OC(=O)c2n[nH]c3ccccc23)c1 (stereo not given)	-0.3%
Fc1ccccc1OCCCn1ccnc1	-1.3%
O=C(CC1C(=O)NCCN1Cc1ccccc1)NCCCOc1cccnc1 (stereo not given)	0.0%
CC[C@]12c3[nH]c4ccc(Cl)cc4c3CCN1C(=O)[C@@H](CC(=O)NCc1cccc(C(F)(F)F)c1)C[C@@H]2C(=O)N1CCN(C(=O)C2CC2)CC1	0.7%
COc1ccc(CC(=O)N/N=C(\C)c2ccc(Br)s2)cc1	0.5%
ON=C1c2ccccc2-c2ccc(Br)cc21	0.7%
CCCCCCC[C@@H](C/C=C/CCC(=O)O)OC	0.0%
O=C(Cc1ccccc1)NNC(=O)c1ccc(Br)o1	0.1%
COc1ccc(Cc2nnc(CCc3ccccc3)s2)cc1	0.1%
COc1ccc(CNc2nc(NC(C)=O)nn2-c2ccccc2)cc1	-0.9%
CC(C)(C)n1cnc2cc(NCc3ccc(Br)cc3)ccc21	1.3%
Cc1ccc(S(=O)(=O)N2CCCCC2)cc1C(=O)OC1CCCCC1=O (stereo not given)	-0.3%[50 µM]
O=C(OCc1cc(=O)n2ccsc2n1)c1ccccc1NCCO	-0.9%
CCc1ccc(-c2cc3c(=O)n(CC(=O)N4CCCCCC4)nc(C)n3n2)cc1	0.4%
Cc1ccc(C(=O)c2nccn2C)cc1C	0.2%
O=C(c1ccc(Cl)c(S(=O)(=O)N2CCOCC2)c1)N(Cc1nnc(-c2ccccc2Cl)o1)C1CC1	-1.2%
C[C@]12c3[nH]c4ccc(Cl)cc4c3CCN1C(=O)[C@@H](CC(=O)NCCc1ccccn1)C[C@@H]2C(=O)N1CCCCC1	0.1%
O=C(Cc1ccsc1)Nc1ccc(Cl)cc1Cl	0.1%
Cc1oc2cc3oc(=O)c(CCC(=O)NCc4ccccn4)c(C)c3cc2c1C	3.9%
Cc1ccc(C)c(S(=O)(=O)N2CCCC2CNC(=O)C(=O)NCCc2ccco2)c1 (stereo not given)	1.4%[50 µM]
NC(=O)c1c(NC(=O)c2ccc([N+](=O)[O-])o2)sc2c1CCCC2	-1.6%
COC(=O)c1c(NC(=O)c2ccccc2C(=O)O)sc2c1CCC2	-1.1%
CCN1CCN(C(=O)/C=C/c2ccc(C(C)C)cc2)CC1	-0.2%

Remaining list, next part.
SMILES	K1F lysis inhibition
CC(=O)c1cccc(NC(=S)N2CCN(S(=O)(=O)c3ccc(F)cc3)CC2)c1	0.1%
NC1=NC(=O)/C(=C/c2ccc(-c3ccc(S(N)(=O)=O)cc3)o2)S1	1.2%
CCC1(CC)NC(=O)N(CC(=O)N2CCN(c3ccccc3F)CC2)C1=O	0.6%[50 µM]
COc1cc(CN2CCCCCC2)cc(OC)c1	0.3%
O=C(CSc1ccc(-c2cccnc2)nn1)Nc1ccc(F)cc1	1.8%[50 µM]
O=C(N/N=C/c1ccc([N+](=O)[O-])cc1)c1ccccc1OCc1ccccc1	0.0%
CCCc1cc(=O)[nH]c(SCC(=O)NCc2ccc3c(c2)OCO3)n1	0.0%
CCN(CC(=O)Nc1ccc(OC)cc1)C(=O)c1cc(S(=O)(=O)N(C)C)ccc1N1CCCC1	2.2%[50 µM]
CCCCNC(=O)CSc1nnc(-c2cccc(S(=O)(=O)N3CCOCC3)c2)o1	1.0%[50 µM]
CCN(CC)CC(=O)Nc1sc(C)cc1C(=O)c1ccc(C)cc1	-1.6%
CSc1ncccc1C(=O)OCC(=O)c1ccc(S(=O)(=O)N2CCCCC2)cc1	-1.2%
O=C1c2ccccc2-c2c1c1ccccc1c(=O)n2-c1ccccc1	2.5%
O=C(COc1ccc2c3c(c(=O)oc2c1)CCC3)Nc1ccccn1	0.6%
O=c1[nH]c(=S)[nH]c2nc(-c3cccs3)cc(C(F)(F)F)c12	0.0%
COCCn1c(CN2CCN(C(=O)c3ccco3)CC2)nc2c1c(=O)n(C)c(=O)n2C	0.1%
COC(=O)c1c(NC(=O)C(=O)NCCCN2CCOCC2)sc2c1CCCC2	0.0%
CCC1COCCS(=O)(=O)N1Cc1ccccc1F (stereo not given)	1.0%
CCCCn1c(SCC(=O)NNC(=O)c2ccccc2)n[nH]c1=O	0.6%[50 µM]
COc1cc(C(=O)Nn2cnnc2)ccc1OC(F)F	0.4%
COc1ccc([C@H]2/C=C\CN(S(C)(=O)=O)[C@@H](C)C(=O)N2Cc2ccc(F)cc2)cc1	0.3%
CCOc1ccc(CCNC(=O)c2ccc3ccccc3n2)cc1OCC	-0.1%
CCCN(CC1CCCO1)C(=O)c1cc(COc2cccc(OC)c2)on1 (stereo not given)	0.4%
O=C(CNC(=O)c1cccs1)N/N=C/c1ccc(Cl)cc1	0.1%
O=C(NCCN1CCCC1=O)C1CCC(=O)N(CCc2cccc(F)c2)C1 (stereo not given)	1.5%[50 µM]
CC(Oc1ccccc1)C(=O)Nc1nc(-c2ccncc2)cs1 (stereo not given)	0.7%[50 µM]

The list goes on:
SMILES	K1F lysis inhibition
CCCCCCSc1ccc([C@@H]2[C@H]3C(=O)N(C)C(=O)[C@H]3[C@]3(C(=O)OC)CCCCN23)cc1OC	0.6%
Cc1cc(Br)ccc1NC(=O)CNC(=O)COc1ccccc1C	1.4%[50 µM]
COC(=O)C1=C(C)N(Cc2ccccc2)C(=NCc2cc(OC)c(OC)c(OC)c2)N[C@H]1c1ccccc1	0.9%
CC(C)c1ccc(NC(=O)CSc2nc(=O)n(CCCN3CCOCC3)c3c2CCC3)cc1	0.1%[50 µM]
CCOC(=O)Nc1ccc2c3c(cccc13)-c1ccccc1-2	0.4%
O=C(Nc1cccc(F)c1)NC1(C(=O)N2CCC(O)CC2)CCCCC1	0.1%
CCOC(=O)C1CCCN(C(=O)CSc2nc(C)cc(C)n2)C1 (stereo not given)	0.2%
CC(C)(C)C(=O)Nc1nnc(SCC(=O)Nc2nccs2)s1	0.1%
Cc1cc(CNCCN(C)C)c(C)n1-c1cc(S(=O)(=O)N2CCOCC2)ccc1N1CCCC1	-0.2%[50 µM]
Cc1ccc(S(=O)(=O)N2CCN(CCOc3c(Cl)cccc3Cl)CC2)cc1C	-0.1%[50 µM]
O=[N+]([O-])c1cc(NCCO)c(N2CCCCCC2)c2nonc12	0.1%
CC(=O)Nc1ccc(SCCN2CC[C@@H](C(C)(C)C)CCC2=O)cc1	-0.9%
COc1ccccc1N(CC(=O)NC(C)(C)C)C(=O)CCC(=O)Nc1ccccn1	0.2%
O=C(O)c1ccc(Nc2nc3ccc(Cl)cc3[nH]2)cc1	i
Cc1ccc(NC(=O)COC(=O)CN2C(=O)NC3(CCCC3)C2=O)cc1F	0.7%[50 µM]
CCC(c1nnc(SCC(=O)Nc2c(F)cccc2F)n1Cc1ccccc1)N(C)C (stereo not given)	2.5%[50 µM]
Cc1cc(C)cc(NC(=O)COC(=O)CCn2c(C)csc2=O)c1	0.5%[50 µM]
CC(=O)c1ccc(N2CCN(C(=O)C3CCN(S(=O)(=O)c4cccs4)CC3)CC2)cc1	-0.5%
CCCCn1c(N)c(N(CCOC)C(=O)c2ccc(S(=O)(=O)N3CCC(C)CC3)cc2)c(=O)[nH]c1=O	0.5%[50 µM]
CCN(Cc1nc2cc(Cl)ccc2c(=O)[nH]1)C(=O)c1cccc(OCc2c(C)noc2C)c1	-0.3%[50 µM]
O=C(NCCS(=O)(=O)N1CCN(c2ccccc2F)CC1)c1ccc(Br)cc1	-0.2%
Cc1sc2ncnc(N3CCC(C(=O)NNC(=O)COc4ccc(Br)cc4)CC3)c2c1C	-0.2%[50 µM]
CC(NC(=O)C1CCN(C(=O)c2ccc(F)cc2)CC1)c1ccc(-n2ccnc2)cc1 (stereo not given)	0.5%[50 µM]
COC(=O)[C@@]12CCCN1[C@H](c1ccc(-c3ccc(C(C)=O)cc3)c(OC)c1)[C@H]1C(=O)N(C)C(=O)[C@H]12	3.5%
CC(C)CC(=O)N1CCN(S(=O)(=O)c2ccc(C3CCCCC3)cc2)CC1	0.8%[50 µM]

Quoted at random: 2 entries already listed, in no set order.
SMILES	K1F lysis inhibition
COc1ccccc1N(CC(=O)NC(C)(C)C)C(=O)CCC(=O)Nc1ccccn1	0.2%
CCOC(=O)C1CCCN(C(=O)CSc2nc(C)cc(C)n2)C1 (stereo not given)	0.2%

Returning to the listing with the 5 entries that preceded the break.
SMILES	K1F lysis inhibition
O=C(NCCS(=O)(=O)N1CCN(c2ccccc2F)CC1)c1ccc(Br)cc1	-0.2%
Cc1sc2ncnc(N3CCC(C(=O)NNC(=O)COc4ccc(Br)cc4)CC3)c2c1C	-0.2%[50 µM]
CC(NC(=O)C1CCN(C(=O)c2ccc(F)cc2)CC1)c1ccc(-n2ccnc2)cc1 (stereo not given)	0.5%[50 µM]
COC(=O)[C@@]12CCCN1[C@H](c1ccc(-c3ccc(C(C)=O)cc3)c(OC)c1)[C@H]1C(=O)N(C)C(=O)[C@H]12	3.5%
CC(C)CC(=O)N1CCN(S(=O)(=O)c2ccc(C3CCCCC3)cc2)CC1	0.8%[50 µM]
COc1ccccc1C(=O)OCCc1ccccc1	8.4%
Cc1ccccc1NS(=O)(=O)c1csc(C(N)=O)c1	-0.1%
CC(C)CNC(=O)/C=C/C=C/c1ccc2c(c1)OCO2	2.3%
CN(C(=O)c1ccc(NC(=O)Cc2ccc(NC(=O)C3CCCN(C(=O)c4ccccc4)C3)cc2)cc1)C1CCCC1 (stereo not given)	0.4%
O=C(CCNS(=O)(=O)c1ccccc1)N1CCCC1	0.1%
Cc1ccc2cc3c(=O)n(C)cc(C=O)c3nc2c1	1.0%
COc1ccc(C(=O)CSc2nc(=O)n(Cc3cccnc3)c3c2CCC3)cc1	-1.1%
O=S(=O)(c1cccc(-c2n[nH]c(=S)n2-c2ccc(OC(F)(F)F)cc2)c1)N1CCOCC1	-0.2%[50 µM]
C/C(=N/NC(=O)CNC(=O)c1ccco1)c1ccco1	0.3%
CCC(C)(C)NC(=O)C(c1ccccc1Cl)N(C(=O)CCC(=O)Nc1cc(C)on1)c1ccc(NC(C)=O)cc1 (stereo not given)	0.3%
CCOc1ccc(C(=O)Cc2ccccc2)cc1	3.1%
COc1cccc2cc(C(=O)C3=C(O)C(=O)N(c4cc(C)on4)C3c3cccs3)oc12 (stereo not given)	-1.2%[50 µM]
COc1ccccc1N1CCN(S(=O)(=O)c2ccc3c(c2)CC(C)N3C(C)=O)CC1 (stereo not given)	0.3%
CCOC(=O)C1CCN(CCCSc2ccc(C)cc2)CC1	-1.3%
COc1c(C(=O)Nc2nnc(C3CC3)s2)csc1Cl	0.1%
O=C(CCc1ccccc1)OCCOC(=O)CCc1ccccc1	-0.1%
O[C@@H]1CN(Cc2ccc(-n3cccn3)cc2)CC[C@H]1N1CCN(c2ccccc2F)CC1	2.0%
COc1ccc(C)cc1NC(=O)c1cc(S(=O)(=O)N2CCCC2)cn1C	4.0%
CCOc1cc(N2CCOCC2)c(OCC)cc1NC(=O)Cn1nc(C)c([N+](=O)[O-])c1C	1.3%[50 µM]

These rows are one share of the data (hit frequency here may not be typical).
